mHTT CaM bind – inhibitors of human mutant huntingtin-calmodulin interaction; AID 1671202; actives 3.6% (n = 190,000); P42858; AlphaScreen His-mHTT/GST-CaM binding, luminescence; inhibition, % at 15 µM;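 note: 0% = both proteins with DMSO and 100% = one protein alone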
Target sequence (P42858 whole entry, looked up, stated change not applied): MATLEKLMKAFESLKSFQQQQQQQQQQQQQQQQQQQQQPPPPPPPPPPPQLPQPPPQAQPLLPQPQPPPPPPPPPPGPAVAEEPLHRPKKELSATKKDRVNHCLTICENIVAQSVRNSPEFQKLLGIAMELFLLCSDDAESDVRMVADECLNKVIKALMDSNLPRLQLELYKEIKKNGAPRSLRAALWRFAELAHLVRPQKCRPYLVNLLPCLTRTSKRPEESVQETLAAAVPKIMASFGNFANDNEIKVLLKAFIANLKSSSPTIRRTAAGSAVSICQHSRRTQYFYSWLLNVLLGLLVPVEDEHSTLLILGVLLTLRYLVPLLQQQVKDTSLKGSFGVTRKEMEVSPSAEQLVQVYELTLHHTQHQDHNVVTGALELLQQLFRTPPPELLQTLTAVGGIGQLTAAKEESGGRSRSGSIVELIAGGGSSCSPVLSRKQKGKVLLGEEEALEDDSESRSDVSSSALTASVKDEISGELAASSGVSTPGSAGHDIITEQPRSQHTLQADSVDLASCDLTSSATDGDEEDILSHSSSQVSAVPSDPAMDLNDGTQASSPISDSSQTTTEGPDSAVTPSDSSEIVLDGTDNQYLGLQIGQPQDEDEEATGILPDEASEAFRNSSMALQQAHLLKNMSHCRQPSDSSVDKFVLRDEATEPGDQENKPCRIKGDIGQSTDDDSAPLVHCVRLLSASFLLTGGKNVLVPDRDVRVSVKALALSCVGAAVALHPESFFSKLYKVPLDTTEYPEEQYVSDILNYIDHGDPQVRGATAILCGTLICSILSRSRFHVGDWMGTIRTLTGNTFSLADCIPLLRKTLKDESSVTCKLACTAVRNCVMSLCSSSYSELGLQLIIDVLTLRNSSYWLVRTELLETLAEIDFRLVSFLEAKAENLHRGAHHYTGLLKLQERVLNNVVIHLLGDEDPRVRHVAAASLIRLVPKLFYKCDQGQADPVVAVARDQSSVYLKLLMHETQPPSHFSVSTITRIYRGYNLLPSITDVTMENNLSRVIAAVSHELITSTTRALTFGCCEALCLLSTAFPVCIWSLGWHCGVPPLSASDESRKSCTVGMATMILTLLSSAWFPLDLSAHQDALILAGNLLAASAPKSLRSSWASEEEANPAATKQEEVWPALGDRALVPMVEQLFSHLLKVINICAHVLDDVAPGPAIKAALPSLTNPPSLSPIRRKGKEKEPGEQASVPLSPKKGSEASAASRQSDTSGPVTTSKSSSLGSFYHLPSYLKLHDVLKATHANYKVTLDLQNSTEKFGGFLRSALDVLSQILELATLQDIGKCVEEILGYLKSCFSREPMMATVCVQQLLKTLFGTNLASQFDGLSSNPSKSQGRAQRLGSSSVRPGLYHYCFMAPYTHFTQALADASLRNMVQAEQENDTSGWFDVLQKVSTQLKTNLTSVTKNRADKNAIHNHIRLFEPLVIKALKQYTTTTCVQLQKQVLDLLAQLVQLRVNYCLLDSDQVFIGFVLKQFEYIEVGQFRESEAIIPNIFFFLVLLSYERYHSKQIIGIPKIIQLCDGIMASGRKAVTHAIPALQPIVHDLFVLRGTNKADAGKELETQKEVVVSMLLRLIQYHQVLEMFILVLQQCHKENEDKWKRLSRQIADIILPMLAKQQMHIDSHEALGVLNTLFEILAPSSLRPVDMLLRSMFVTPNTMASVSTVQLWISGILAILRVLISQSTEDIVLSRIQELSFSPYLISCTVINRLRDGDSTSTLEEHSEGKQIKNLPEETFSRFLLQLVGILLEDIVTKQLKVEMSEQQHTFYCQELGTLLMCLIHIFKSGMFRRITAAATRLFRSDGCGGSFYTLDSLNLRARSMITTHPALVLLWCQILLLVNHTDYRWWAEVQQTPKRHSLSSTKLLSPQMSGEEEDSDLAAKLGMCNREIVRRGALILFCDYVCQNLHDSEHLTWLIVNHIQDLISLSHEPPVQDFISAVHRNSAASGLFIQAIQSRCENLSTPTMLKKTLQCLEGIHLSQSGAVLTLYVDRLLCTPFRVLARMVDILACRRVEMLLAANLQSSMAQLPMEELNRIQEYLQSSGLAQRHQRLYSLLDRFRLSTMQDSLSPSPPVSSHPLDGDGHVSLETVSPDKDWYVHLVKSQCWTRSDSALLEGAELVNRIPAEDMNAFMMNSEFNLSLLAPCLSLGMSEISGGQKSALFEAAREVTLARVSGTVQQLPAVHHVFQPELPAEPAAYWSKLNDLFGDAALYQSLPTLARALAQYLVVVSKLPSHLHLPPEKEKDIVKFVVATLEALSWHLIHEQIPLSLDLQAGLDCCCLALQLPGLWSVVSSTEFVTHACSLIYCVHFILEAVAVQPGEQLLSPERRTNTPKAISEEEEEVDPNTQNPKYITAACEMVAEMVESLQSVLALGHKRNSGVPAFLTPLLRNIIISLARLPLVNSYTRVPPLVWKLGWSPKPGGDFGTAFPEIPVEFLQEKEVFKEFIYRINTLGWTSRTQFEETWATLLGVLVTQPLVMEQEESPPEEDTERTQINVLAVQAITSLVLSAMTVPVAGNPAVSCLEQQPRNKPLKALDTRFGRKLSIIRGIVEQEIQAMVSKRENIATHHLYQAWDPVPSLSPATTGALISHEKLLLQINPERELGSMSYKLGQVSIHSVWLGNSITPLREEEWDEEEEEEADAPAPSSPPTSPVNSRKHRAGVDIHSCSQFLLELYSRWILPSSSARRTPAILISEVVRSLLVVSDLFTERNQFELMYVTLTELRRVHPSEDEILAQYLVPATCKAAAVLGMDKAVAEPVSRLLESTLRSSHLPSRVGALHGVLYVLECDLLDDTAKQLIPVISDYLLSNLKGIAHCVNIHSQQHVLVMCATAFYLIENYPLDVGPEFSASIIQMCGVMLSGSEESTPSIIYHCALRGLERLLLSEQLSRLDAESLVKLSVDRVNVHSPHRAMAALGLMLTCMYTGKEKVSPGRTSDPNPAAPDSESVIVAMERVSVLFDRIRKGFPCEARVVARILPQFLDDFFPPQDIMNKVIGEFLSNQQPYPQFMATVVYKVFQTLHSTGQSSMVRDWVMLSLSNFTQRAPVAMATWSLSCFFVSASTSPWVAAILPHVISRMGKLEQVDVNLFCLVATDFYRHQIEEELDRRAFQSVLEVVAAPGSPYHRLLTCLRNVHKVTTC
Pf apPOL inh – Pf-apPOL DNA polymerase inhibition; Recombinant Pf-apPOL, molecular beacon fluorescence, 1.5 h; inhibition, % at 10 µM; actives 0.25% (n = 210,000)
* marks the source's active call; other numbers are inactive results; i = inactive; / = not tested or not shown; & = joins results of further samples. Cut-off read from the data, not from the text of the source: active = inhibition above about 50%; inactive = the rest.

Structure | mHTT CaM bind | Pf apPOL inh
O=C1CCCCN1c1cccc(NS(=O)(=O)c2ccccc2[N+](=O)[O-])c1 | -2.2 | 5.2
CCC1CCCCN1c1ccnc(N2CCC(C(=O)N3CCN(C(C)C)CC3)CC2)n1 (centres undefined) | 25.1 | -3.6
O=c1oc(/C=C/c2ccc([N+](=O)[O-])s2)nc2ccccc12 | 4.0 | -2.7
COc1ccc(-n2nc3c(c2NC(=O)c2cccc(F)c2)CS(=O)(=O)C3)cc1 | 1.0 | -2.6
C=CCn1nc(-c2nc(-c3cccc(Cl)c3)no2)ccc1=O | -12.9 | -1.3
CCn1cccc(-c2nnc(SCC(=O)NCc3ccco3)n2C)c1=O | -6.9 | 25.6
CC(C)CCNC(=O)C1CCCN(c2nnc3ccc(Cl)cn23)C1 (centres undefined) | 2.4 | -4.4
CCCCC(=O)NC(N)=Nc1nc2ccccc2o1 | -5.0 | -4.8
O=C(O)Cc1ccc(OC(F)(F)F)cc1 | / | -3.0
CSc1cccc(NC(=O)NCCNc2cc(-n3ccnc3C)nc(C)n2)c1 | 99.9* | -1.9
COc1ccc(F)cc1S(=O)(=O)N1CCN(c2ccccn2)CC1 | 1.7 | -5.1
CCOc1ccc(N=C2NC(=O)S/C2=C\c2ccc(O)c(OC)c2)cc1 | 18.0 | 11.1
COc1ncc(C(=O)N2CCN(c3ccccc3)CC2)cn1 | -2.3 | -0.6
CCc1ccccc1NC(=O)c1cccc(C)c1 | -9.5 | -2.8
CC1(C(=O)NC2CCCC2)CCC(=O)N1Cc1ccc(F)cc1 (centres undefined) | -1.0 | 1.8
COC(=O)c1ccc(NC(=O)N2CCc3c(nc[nH]c3=O)C2)cc1 | -0.6 | -8.2
Cc1cc(NS(=O)(=O)c2ccc(NC(=O)c3cc(Cl)cc(Cl)c3)cc2)no1 | 3.3 | -1.9
CC(C)n1c(C2CCN(C(=O)c3ccnn3C)C2)nc2ccncc21 (centres undefined) | -4.4 | -4.2
Cc1csc2nc(O)c(C(=O)NCCCn3ccnc3)c(=O)n12 | -5.2 | -1.0
COC(=O)c1cc(NC(=O)C2=C(C)C(=O)OC23CCCCC3)cc(C(=O)OC)c1 | 4.5 | 0.3
Cc1cc(C2CCCN2C(=O)Nc2ccc(Cl)cc2)no1 (centres undefined) | -8.0 | 3.8
C=CCc1cc(Cl)ccc1OCCn1ccnc1 | 4.2 | -9.2
COc1ccc(C=C2Oc3c(CN4CCCC4)c(O)cc(C)c3C2=O)c(OC)c1OC | 8.1 | -8.7
Cc1c(NC(=O)c2cccc([N+](=O)[O-])c2C)cccc1-c1nc2ccccc2[nH]1 | 16.0 | -1.8
CCS(=O)(=O)N1CCCC(C(=O)NC2CCCC(C)C2C)C1 (centres undefined) | -1.0 | -7.9
O=C(Cn1cccc(S(=O)(=O)N2CCCCC2)c1=O)Nc1ccccc1C(F)(F)F | -1.8 | -11.1
Cc1nnsc1-c1nc(CSc2ccccn2)no1 | / | -8.3
NC(=O)c1ccc(NC(=O)c2cc(Br)ccc2Cl)cc1 | 4.8 | 0.4
COCCNC(=O)c1noc2c1CCc1ccc(OC)cc1-2 | -1.6 | -1.4
COc1ccc(/C=C2/N=C(c3ccc(F)cc3)OC2=O)c(OC)c1 | 4.0 | -7.5

Complete entries, looked up by structure. Screens in order: mHTT CaM bind	Pf apPOL inh
COc1ccc(/C=C2/N=C(c3ccc(F)cc3)OC2=O)c(OC)c1 in the list: 4.0	-7.5
C=CCc1cc(Cl)ccc1OCCn1ccnc1 in the list: 4.2	-9.2
CCc1ccccc1NC(=O)c1cccc(C)c1 in the list: -9.5	-2.8

The results go on:
Structure | mHTT CaM bind | Pf apPOL inh
CCc1cc(C(=O)Nc2ccc(Cl)cc2)nc2ccnn12 | -25.7 | 0.1
CCCc1nc2c(=O)n(C)c(=O)[nH]c2n1CCc1ccccc1 | 4.0 | 6.3
COc1ccc(C(=O)N2CCC(c3nc(C(=O)N(C)C)c(C)o3)CC2)cc1OC | -0.1 | -7.6
Cc1ccccc1CNC(=O)Cn1cccc1-c1nnc(-c2ccccc2)o1 | -3.7 | 2.3
CCCC(=O)Nc1c2c(nn1-c1cccc(Cl)c1)CS(=O)C2 (centres undefined) | -1.0 | 0.4
COc1cc2oc(=O)cc(-c3ccccc3)c2cc1CCC(=O)O | 2.7 | -5.9
Cc1ccc2nc(NC(=O)CSc3ccc4nnc(-c5ccccn5)n4n3)sc2c1 | 79.5* | 4.7
Cc1cccc2c(=O)cc(C)n(CC(=O)Nc3ccc(Br)cc3)c12 | 3.5 | -2.6
Cc1noc(C)c1C(=O)N1CCC(C(=O)c2ccc(F)cc2F)CC1 | / | -7.9&-6.5
O=[N+]([O-])c1ccc(-c2nc3ccccc3o2)cc1 | -4.2 | 5.2
CCOC(=O)c1c(Cl)c(C(C)(C)C)nc(N2CCOCC2)c1C#N | / | -7.5
COc1ccc(OC)c(NC(=O)Cn2nc3ccc(-c4ccc(Cl)cc4)nn3c2=O)c1 | -0.9 | -5.5
COc1cccc(/C=C2\N=C(c3cccc(F)c3)OC2=O)c1 | 1.0 | -1.3
Cc1ccc(-c2noc(CN3C(=O)C(C)Oc4ccccc43)n2)cc1C (centres undefined) | -21.4 | 5.1
O=C(c1ccc(F)cc1)N1CCN(C2C3CC4CC(C3)CC2C4)CC1 (centres undefined) | -4.5 | -4.7
CCc1c(C(=O)O)nnn1-c1ccc(C(F)(F)F)cc1 | -14.4 | 0.9
CC1CCCCN1CCCNC(=O)C1CCN(c2ccncc2)CC1 (centres undefined) | -5.6 | -1.4
O=C(c1ccc(SCc2cccnc2)c([N+](=O)[O-])c1)N1CCOCC1 | 4.0 | -0.9
O=C(CCCC(=O)OCC(F)(F)C(F)F)NC1CCCCC1 | -12.1 | /
CC1CCCCN1C(=O)c1ccccc1N1CCC(NC(=O)c2ccccc2)CC1 (centres undefined) | 10.3 | -72.3
COCCCNC(=O)C1CCN(S(=O)(=O)N(CC(C)C)CC(C)C)CC1 | 4.0 | -22.8
O=C1CCCC2=C1C(c1ccccn1)C1=C(CCCC1=O)O2 | -1.7 | -0.8
COc1ccc(C=C2Oc3cc(OS(C)(=O)=O)ccc3C2=O)cc1OC | -1.0 | -13.3
CC1(C)CC(=O)C2=C(C1)OC(c1ccc(I)o1)C(C#N)=C2N (centres undefined) | 4.0 | -8.2
CC(C)(C)N=C1Nc2ccccc2CNC12CCN(C(=O)c1ccoc1)C2 (centres undefined) | 10.9 | -7.1
OCCN1CCN(c2ncnc3scc(-c4ccccc4)c23)CC1 | -2.5 | -10.2
CSc1nnc2c(n1)OC(c1ccco1)Nc1ccccc1-2 (centres undefined) | 22.0 | -1.0
COc1ccc(S(=O)(=O)N2CCSC2c2cccc(Cl)c2)cc1 (centres undefined) | -56.0 | -2.9
O=[N+]([O-])c1cccc(C2N=C(c3ccc(Cl)cc3)NN2)c1 (centres undefined) | / | -9.5&-7.1
CCCCOc1ccc(CSc2ncn[nH]2)cc1[N+](=O)[O-] | 6.2 | -3.3
CC(NC(=O)c1cc2ccncc2n1C)c1ccccc1 (centres undefined) | -4.5 | -0.7
COc1ccccc1Nc1nc(-c2ccccc2)[n+](-c2ccccc2)s1 | 28.2 | -4.4
Cc1ccc(N=Cc2nc(-c3ccc(C)cc3)oc2O)cc1 | 2.0 | -3.5
O=C(NCC(=O)N1CCOCC1)C1CCCCC1 | -6.2 | -2.4
CC(=O)Nc1nnc(SCc2c(Cl)cccc2[N+](=O)[O-])s1 | -0.3 | -0.1
Cc1noc(NS(=O)(=O)c2ccc(NC(=O)c3cccc(Br)c3)cc2)c1C | 2.0&4.7 | -6.3&-0.3
COc1cccc(-c2nc(C3CCN(S(=O)(=O)c4cc(F)cc(F)c4)CC3)no2)c1 | -4.1 | -4.3
COc1cccc(Nc2ncc3c(n2)CCN(Cc2cccc(C)c2)C3)c1 | 27.1 | -11.5
CCCN1CCC(=O)N(CCC#N)CC1 | -4.1 | -3.6
COCCNC(=O)C1CCN(c2nc3ccc(-c4ccsc4)nc3s2)CC1 | 1.4 | 1.3
COc1cccc(C(=O)Nc2c3c(nn2-c2ccc(C)cc2C)CS(=O)(=O)C3)c1 | 6.0 | 0.0
O=C(Nc1ccc(NC(=O)c2cccc(Br)c2)cc1)c1ccccc1 | -5.7 | -5.9
COc1ccc(N2C(=O)CSC2c2cc3c(cc2[N+](=O)[O-])OCO3)cc1OC (centres undefined) | 2.0 | 1.2
O=C1S/C(=C\c2ccccc2Cl)C(=O)N1c1ccc(O)cc1 | 74.0* | -5.0
COc1ccc(S(=O)(=O)N(CC(=O)NC2CC2)c2ccccc2OC)cc1 | 4.4 | -0.5
Brc1cnc2nc3[nH]c4ccc(Br)cc4c3nc2c1 | 0.1 | /
COc1ccc(CNC(=O)c2cc3n(n2)CCCN(Cc2cccc(C)c2)C3=O)cc1OC | 29.4 | 3.3
COc1ccc(OC)c(C2Nc3ccc4ncccc4c3C3=C2C(=O)CCC3)c1 (centres undefined) | 3.0 | -1.2
Cn1cnnc1C1CCCN(C(=O)CCc2c[nH]c3ccccc23)C1 (centres undefined) | -6.2 | -3.9
CCN(C(=O)c1cc2cc3ccc(OC)cc3nc2o1)c1cccc(C(F)(F)F)c1 | -5.0 | -5.4

More entries
Structure | mHTT CaM bind | Pf apPOL inh
O=C1OC(c2ccccc2)C(Cl)=C1Cl (centres undefined) | / | -3.0
COc1cc(OC)cc(C(=O)N2CCC3(CC2)NC(=O)c2ccc(Cl)cc2N3)c1 | 13.8 | -3.8
COc1ccc(-c2coc3c(CN(C)C)c(O)ccc3c2=O)cc1 | 2.6 | -7.1
CN(C)CCCNC(=O)O[C@@H]1C[C@H]2C[C@@H]1[C@H]1CCCCN1C2=O | 0.3 | -8.8
C=C1SC(=Nc2ccccc2OC)N(C(=O)c2ccccc2Cl)C12CCCCC2 | / | 11.6&-9.7
Cn1cccc1/C=N/NC(=O)c1cccs1 | i | /
COc1ccc(Cl)cc1NC(=O)NC1CCCCC1 | -8.5 | -1.1
Clc1ccc2nc(CSc3nncn3-c3ccccc3)c(Cl)n2c1 | -3.0 | 1.6
Cc1cc(C)c2sc(NC(=O)c3ccco3)nc2c1 | -12.2 | 5.0
COc1ccc(C2CC(C(F)(F)F)n3ncc(C(=O)N(C)CCC#N)c3N2)cc1OC (centres undefined) | 8.0 | -1.0
Cc1ccnc(NC(=O)C(NC(=O)C2CCC(C)CC2)C(C)C)c1 (centres undefined) | 5.0 | -0.1
CCN(CC)c1ccc2cc(C(=O)NC(C)=O)c(=Nc3ccc(F)cc3F)oc2c1 | -3.0 | 6.9
COc1ccccc1OCCSc1nnnn1C1CCCCC1 | -26.0 | 11.9
Cc1cc(OCC(=O)Nc2ccc3c(c2)C(=O)N(C)C3=O)cc(C)c1Cl | -8.7 | -0.3
O=C1c2ccc3ccccc3c2-c2cccc3cccc1c23 | / | 23.3
O=C(NC1CC1)c1ccn2c(-c3ccc(F)cc3)nnc2c1 | -1.0 | 3.5
O=C(Cc1ccccc1)N1CCC(Nc2cccnc2)C1 (centres undefined) | 1.2 | 1.1
CC1CC(C)CN(C(=O)c2cc3cc([N+](=O)[O-])ccc3oc2=O)C1 (centres undefined) | -1.6 | -6.8
CC(C)(C)NC(=O)CN(c1cc(C(F)(F)F)ccc1Cl)S(C)(=O)=O | -4.0 | -4.7
CC(C)C(=O)Nc1ccc2nn(-c3ccc(F)cc3)nc2c1 | 1.0 | -3.5
COc1ccc2nc3sc(C(=O)NCCN(C)C)cc3cc2c1 | 10.0 | -1.2
O=C(Nc1nc(C(F)(F)F)c(-c2ccccc2)s1)c1cccs1 | / | 3.9
COc1cc(CN2CCCC2c2cc(C(C)C)on2)cc(OC)c1O (centres undefined) | 4.1 | 10.2
COCCn1c(CC2CCN(C(=O)c3cc(Cl)ccc3OC)C2)nc2cccnc21 (centres undefined) | 5.0 | -2.8
COc1ccc(C(=O)N2CCC(c3nc(CNC(=O)C(C)C)cs3)CC2)cc1 | -6.6 | -7.5
CC(C)(C)c1ccc(OCC(O)C[N+]2(C)CCOCC2)cc1 (centres undefined) | -11.0 | -9.2
CCC1CN(C(=O)Nc2cccc(C)c2)c2ccccc2O1 (centres undefined) | -19.9 | -1.2
Cc1ccc(NS(=O)(=O)c2cccs2)cc1Cl | -5.0 | -6.7
Cc1nc(C(=O)N(C)CC(=O)N2CCCC2)c(C)o1 | -5.7 | 3.7
Cc1cc(C)cc(NC(=O)O[C@H]2CCC23CCCCC3)c1 | -55.4 | -4.0
O=C(Nc1ccccc1)N1CCC2(C1)C(=O)Nc1ccccc12 (centres undefined) | -4.1 | 1.3
CSc1nnc2c(n1)OC(c1ccccn1)Nc1ccccc1-2 (centres undefined) | -1.0 | -1.9
CN(C)n1cccc1C=C(C#N)C(=O)c1ccco1 | / | -5.3
O=C(Cc1ccc([N+](=O)[O-])cc1)Nc1ccc(Br)cn1 | 3.4 | -1.2
N#CC1(C#N)[C@@H]2c3ccccc3C=CN2[C@@H](C(=O)c2ccccc2)[C@@H]1c1ccccc1 | 41.0 | /
O=C(Nc1nnc(-c2ccco2)o1)c1cc2cc([N+](=O)[O-])ccc2s1 | 1.1 | 6.5
CC(C(=O)NCCc1ccc(S(N)(=O)=O)cc1)n1nc(-c2ccc(F)cc2)ccc1=O (centres undefined) | -14.9 | -9.1
CCNc1cc(N2CCC(CCC(=O)NCCN3CCc4ccccc4C3)CC2)ncn1 | 3.8 | -3.3
CCOC(=O)CCCNC(=O)OCCCN1CCC2(CCC(c3ccccc3)CC2)C1=O (centres undefined) | 6.3 | -4.5
Cc1cc(N2C(=O)CCC2=O)no1 | -5.9 | /
C[C@](N)(Cc1ccc(O)c(O)c1)C(=O)O | / | 7.1
C[C@@H]1COc2cc(Br)ccc2S(=O)(=O)N1Cc1cn(Cc2ccc(Br)cc2)nn1 | -11.6 | -4.5
COc1cccc(-c2nnc(SCC(=O)NCc3cccnc3)n2-c2ccccc2)c1 | -6.5 | 1.5

Screening data (PubChem BioAssay)
